Source: PubChem BioAssay (NCI)
yeast sgs1 mgt1 = NCI yeast anticancer drug screen, S. cerevisiae sgs1 mgt1 strain | % growth inhibition at 50 µM | actives 10% (n = 78,000);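 further: 0% = growth of vehicle-only cultures of the same strain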
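Genetically altered yeast, compound exposure, growth inhibition relative to vehicle.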
yeast cln2 rad14 = NCI yeast anticancer drug screen, S. cerevisiae cln2 rad14 strain. % growth inhibition at 50 µM. actives 8.3% (n = 78,000). AID 165;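 further: 0% = growth of vehicle-only cultures of the same strain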
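Yeast carrying cln2 and rad14 alterations (cell cycle control and DNA damage repair) were exposed to compounds. Growth inhibition was measured against vehicle-treated controls.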
yeast bub3 = NCI yeast anticancer drug screen, S. cerevisiae bub3 mutant strain | % growth inhibition at 50 µM | actives 9.9% (n = 78,000) | AID 167;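 further: 0% = growth of vehicle-only cultures of the same strain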
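Compounds were applied to a genetically altered yeast strain carrying a cell-cycle control defect. Growth inhibition was scored against vehicle-treated controls.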
mec2-1 = NCI yeast anticancer drug screen, S. cerevisiae mec2-1 strain; growth inhibition, % at 50 µM; actives 9% (n = 79,000); AID 157;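 further: 0% = growth of vehicle-only cultures of the same strain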
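mec2-1 yeast strain, carrying an alteration in DNA damage repair or cell cycle control, was exposed to compounds; growth inhibition was measured relative to vehicle-treated controls.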
yeast rad50 = NCI yeast anticancer drug screen, S. cerevisiae rad50 strain; % growth inhibition at 50 µM; actives 10% (n = 79,000); AID 155;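 further: 0% = growth of vehicle-only cultures of the same strain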
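Cells are treated with compound, grown, and their growth is then scored against vehicle-only cultures of the same repair-deficient yeast strain.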
mlh1 rad18 = NCI yeast anticancer drug screen, S. cerevisiae mlh1 rad18 strain; % growth inhibition at 50 µM; actives 11% (n = 79,000);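 further: 0% = growth of vehicle-only cultures of the same strain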
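Genetically defined yeast (DNA repair-deficient) exposed to compounds; growth inhibition determined relative to vehicle.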
* hit, by the source's call; & = joins results of further samples. No stated cut-off is given here; in the data, active means growth inhibition above about 70%; inactive means the rest.

Nc1ccc(Br)c(N)c1 was read as yeast sgs1 mgt1 -5, yeast cln2 rad14 -17, yeast bub3 -22, mec2-1 -4, yeast rad50 -1 and mlh1 rad18 -25.
`CCC(C)(C)C1CCC(O)CC1` (stereo not drawn) gave yeast sgs1 mgt1 13, yeast cln2 rad14 -54, yeast bub3 -5, mec2-1 7, yeast rad50 10 and mlh1 rad18 2.
C/C(C(=O)O)=C1/OC(=O)c2ccccc21 was read as yeast sgs1 mgt1 2, yeast cln2 rad14 -1, yeast bub3 -9, mec2-1 9, yeast rad50 0 and mlh1 rad18 -4.
`CC(C)c1cccc(C(C)C)c1NC(=O)N1CCOCC1` gave yeast sgs1 mgt1 4, yeast cln2 rad14 2, yeast bub3 3, mec2-1 -17, yeast rad50 8 and mlh1 rad18 -3.
CC(=O)c1ccc(NC(=S)Nc2ccc(C(C)=O)cc2)cc1 was read as yeast sgs1 mgt1 -1, yeast cln2 rad14 10, yeast bub3 1, mec2-1 2, yeast rad50 14 and mlh1 rad18 20.
For COC(=O)C1(CC(=O)c2ccco2)NC(=S)NC(=O)C1C#N (stereo not drawn) the results were yeast sgs1 mgt1 -32, yeast cln2 rad14 4, yeast bub3 -31, mec2-1 -17, yeast rad50 -3 and mlh1 rad18 -18.
For CC1OC(c2c(Cl)cccc2[N+](=O)[O-])OC1C (stereo not drawn) the results were yeast sgs1 mgt1 6, yeast cln2 rad14 0, yeast bub3 -8, mec2-1 -9, yeast rad50 4 and mlh1 rad18 20.
For O=C1C2C3CCC(C2C(=O)N1CO)C1C2C(=O)N(CO)C(=O)C2C31 (stereo not drawn) the results were yeast sgs1 mgt1 -27, yeast cln2 rad14 -7, yeast bub3 -29, mec2-1 5, yeast rad50 42 and mlh1 rad18 -32.
For CCOC(=O)COC(=O)CCc1ccccc1 the results were yeast sgs1 mgt1 -5, yeast cln2 rad14 -37, yeast bub3 -13, mec2-1 -40, yeast rad50 0 and mlh1 rad18 0.
Screening OC1CCCCC2CC2C1O (stereo not drawn) returned yeast sgs1 mgt1 7, yeast cln2 rad14 -45, yeast bub3 4, mec2-1 -3, yeast rad50 9 and mlh1 rad18 -6.
CC(C)(C)c1ccc(OC(=O)Nc2ccc(O)c(C(=O)O)c2)cc1 was read as yeast sgs1 mgt1 -3, yeast cln2 rad14 -7, yeast bub3 16, mec2-1 -3, yeast rad50 56 and mlh1 rad18 7.
`Brc1cc2c(c(Br)c1Br)C(Br)(Br)C(c1ccccc1)=N2` gave yeast sgs1 mgt1 79*, yeast cln2 rad14 60, yeast bub3 28, mec2-1 58, yeast rad50 73* and mlh1 rad18 75*.

Next section, overlapping the part above by 4 compounds.
For CCOC(=O)COC(=O)CCc1ccccc1 the results were yeast sgs1 mgt1 -5, yeast cln2 rad14 -37, yeast bub3 -13, mec2-1 -40, yeast rad50 0 and mlh1 rad18 0.
Screening OC1CCCCC2CC2C1O (stereo not drawn) returned yeast sgs1 mgt1 7, yeast cln2 rad14 -45, yeast bub3 4, mec2-1 -3, yeast rad50 9 and mlh1 rad18 -6.
CC(C)(C)c1ccc(OC(=O)Nc2ccc(O)c(C(=O)O)c2)cc1 was read as yeast sgs1 mgt1 -3, yeast cln2 rad14 -7, yeast bub3 16, mec2-1 -3, yeast rad50 56 and mlh1 rad18 7.
`Brc1cc2c(c(Br)c1Br)C(Br)(Br)C(c1ccccc1)=N2` gave yeast sgs1 mgt1 79*, yeast cln2 rad14 60, yeast bub3 28, mec2-1 58, yeast rad50 73* and mlh1 rad18 75*.
Nc1ccc(F)cc1 was read as yeast sgs1 mgt1 -15, yeast cln2 rad14 -20, yeast bub3 -3, mec2-1 -2, yeast rad50 -22 and mlh1 rad18 -32.
For CC(C)Cc1c(N)nc(NCCCC(N)C(=O)O)[nH]c1=O (stereo not drawn) the results were yeast sgs1 mgt1 -4, yeast cln2 rad14 13, yeast bub3 10, mec2-1 -17, yeast rad50 14 and mlh1 rad18 12.
CC(C=O)=C(c1ccccc1)c1ccccc1 was read as yeast sgs1 mgt1 49, yeast cln2 rad14 24, yeast bub3 0, mec2-1 25, yeast rad50 24 and mlh1 rad18 28.
For CCCCOc1ccc2nc(C)cc(N=[N+]=[N-])c2c1 the results were yeast sgs1 mgt1 91*, yeast cln2 rad14 41, yeast bub3 37, mec2-1 24, yeast rad50 20 and mlh1 rad18 74*.
Screening C[C@H](CS)C(=O)N1c2ccccc2C[C@H]1C(=O)O returned yeast sgs1 mgt1 -12, yeast cln2 rad14 2, yeast bub3 -3, mec2-1 3, yeast rad50 9 and mlh1 rad18 7.
For COc1cccc(C(c2cc3c(cc2O)OCO3)N2CCCC2)c1O (stereo not drawn) the results were yeast sgs1 mgt1 61, yeast cln2 rad14 8, yeast bub3 41, mec2-1 46, yeast rad50 48 and mlh1 rad18 77*.
Cc1nccc2c1cnc1ccnn12 was read as yeast sgs1 mgt1 -41, yeast cln2 rad14 -10, yeast bub3 -25, mec2-1 8, yeast rad50 -36 and mlh1 rad18 -32.
N#C/C(=C/N1CCNC1=S)C(N)=O was read as yeast sgs1 mgt1 10, yeast cln2 rad14 24, yeast bub3 -3, mec2-1 5, yeast rad50 5 and mlh1 rad18 12.
`O=S1(=O)c2ccccc2NC(=S)CC1c1ccccc1` (stereo not drawn) gave yeast sgs1 mgt1 -22, yeast cln2 rad14 18, yeast bub3 11, mec2-1 -10, yeast rad50 -28 and mlh1 rad18 -14.
S=C(NCCc1ccccc1)N/N=C/c1ccc(Cl)cc1 was read as yeast sgs1 mgt1 84*, yeast cln2 rad14 83*, yeast bub3 86*, mec2-1 74*, yeast rad50 86* and mlh1 rad18 81*.
Screening N#Cc1ccc(-c2ccc(C#N)cc2)cc1 returned yeast sgs1 mgt1 -14, yeast cln2 rad14 9, yeast bub3 -20, mec2-1 -23, yeast rad50 -19 and mlh1 rad18 7.
`CN(C)CCNc1ncnc2nc(-c3ccc4ccccc4c3)[nH]c12` gave yeast sgs1 mgt1 8, yeast cln2 rad14 12, yeast bub3 3, mec2-1 -21, yeast rad50 -11 and mlh1 rad18 -19.
Screening O=[N+]([O-])c1cccc(I)c1 returned yeast sgs1 mgt1 12, yeast cln2 rad14 0, yeast bub3 3, mec2-1 -10, yeast rad50 -15 and mlh1 rad18 12.
Screening NC1(c2ccccc2)C2CC3CC(C2)CC1C3 (stereo not drawn) returned yeast sgs1 mgt1 -9, yeast cln2 rad14 -49, yeast bub3 7, mec2-1 1, yeast rad50 14 and mlh1 rad18 4.
COC(=O)C1CCC(=O)N1Cc1cccs1 (stereo not drawn) was read as yeast sgs1 mgt1 -11, yeast cln2 rad14 22, yeast bub3 4, mec2-1 -2, yeast rad50 -23 and mlh1 rad18 -13.
For CC1(O)Oc2c(cc(C(C)(C)C)cc2C(C)(C)C)C1=O (stereo not drawn) the results were yeast sgs1 mgt1 18, yeast cln2 rad14 -9, yeast bub3 24, mec2-1 -10, yeast rad50 17 and mlh1 rad18 43.
Screening Cc1ccc(S(=O)(=O)c2ccccc2N)cc1 returned yeast sgs1 mgt1 -7, yeast cln2 rad14 -40, yeast bub3 -2, mec2-1 -3, yeast rad50 -4 and mlh1 rad18 -17.
CCCCCCCC(=O)C(C)C was read as yeast sgs1 mgt1 12, yeast cln2 rad14 4, yeast bub3 10, mec2-1 6, yeast rad50 8 and mlh1 rad18 4.
Screening CCOCC1(c2ccccc2)C(=O)N(C)C(=O)N1C (stereo not drawn) returned yeast sgs1 mgt1 2, yeast cln2 rad14 3, yeast bub3 -6, mec2-1 5, yeast rad50 0 and mlh1 rad18 5.
Screening O=C(c1cccc([N+](=O)[O-])c1)N(C1CCCCC1)C1CCCCC1 returned yeast sgs1 mgt1 7, yeast cln2 rad14 -29, yeast bub3 13, mec2-1 -4, yeast rad50 -3 and mlh1 rad18 -15.
For CC(C)(O)CCC(C)(C)O the results were yeast sgs1 mgt1 42, yeast cln2 rad14 -26, yeast bub3 0, mec2-1 -19, yeast rad50 60 and mlh1 rad18 45.
`COc1cc2c(cc1OC)C1C(CO)c3ccc(OC)c(OC)c3CN1CC2` (stereo not drawn) gave yeast sgs1 mgt1 62, yeast cln2 rad14 17, yeast bub3 -4, mec2-1 15, yeast rad50 29 and mlh1 rad18 26.
`CCCCCCCCCCCCCC1CCC(CC)N1` (stereo not drawn) gave yeast sgs1 mgt1 92*, yeast cln2 rad14 92*, yeast bub3 92*, mec2-1 94*, yeast rad50 92* and mlh1 rad18 92*.
Screening O=C(c1ccc(OCC(O)CN2CCN(c3ccccc3)CC2)cc1)c1cc2ccccc2c2ccccc12 (stereo not drawn) returned yeast sgs1 mgt1 45, yeast cln2 rad14 92*, yeast bub3 89*, mec2-1 83*, yeast rad50 61 and mlh1 rad18 96*.
CCC(C)(O)C(C)=O (stereo not drawn) was read as yeast sgs1 mgt1 -8, yeast cln2 rad14 2, yeast bub3 -26, mec2-1 -19, yeast rad50 -4 and mlh1 rad18 7.
Screening CC(C)C(=O)/C=C/c1ccc(Cl)cc1 returned yeast sgs1 mgt1 -10&-16, yeast cln2 rad14 -45&-67, yeast bub3 -28&-1, mec2-1 -17&-19, yeast rad50 -1&1 and mlh1 rad18 -9&-17.
Screening CC(CC(=O)Nc1ccccc1CC(c1c[nH]c2ccccc12)c1c[nH]c2ccccc12)C(=O)O (stereo not drawn) returned yeast sgs1 mgt1 3, yeast cln2 rad14 -13, yeast bub3 7, mec2-1 -14, yeast rad50 1 and mlh1 rad18 18.
`CCOc1cc(OCC)c2c(c1)C(=O)OC2=O` gave yeast sgs1 mgt1 10, yeast cln2 rad14 4, yeast bub3 -34, mec2-1 -4, yeast rad50 4 and mlh1 rad18 -10.
O=C1C=C(c2ccccc2)CSC1 was read as yeast sgs1 mgt1 -9, yeast cln2 rad14 -79, yeast bub3 -9, mec2-1 -10, yeast rad50 4 and mlh1 rad18 -5.
`CCN(CC)CCC(CCN(CC)CC)(COC(=O)c1ccc([N+](=O)[O-])cc1)c1ccccc1` gave yeast sgs1 mgt1 20, yeast cln2 rad14 -4, yeast bub3 -1, mec2-1 9, yeast rad50 20 and mlh1 rad18 13.
N[C@H](C(=O)O)[C@H]1ON=C(Cl)[C@@H]1O was read as yeast sgs1 mgt1 7, yeast cln2 rad14 17, yeast bub3 11, mec2-1 5, yeast rad50 7 and mlh1 rad18 -2.
Screening CC(C(=O)O)N1C(=O)c2ccccc2C1=O (stereo not drawn) returned yeast sgs1 mgt1 0, yeast cln2 rad14 -2, yeast bub3 3, mec2-1 -3, yeast rad50 1 and mlh1 rad18 1.
For CCc1cccc(C(=O)O)c1N the results were yeast sgs1 mgt1 16, yeast cln2 rad14 4, yeast bub3 -4, mec2-1 6, yeast rad50 26 and mlh1 rad18 1.
`O=c1c(Cl)nsnc1Cl` gave yeast sgs1 mgt1 100*, yeast cln2 rad14 98*, yeast bub3 100*, mec2-1 100*, yeast rad50 100* and mlh1 rad18 99*.
Cc1cc(=O)[nH]c(Nc2nc3ccccc3[nH]2)n1 was read as yeast sgs1 mgt1 7, yeast cln2 rad14 21, yeast bub3 -1, mec2-1 -1, yeast rad50 1 and mlh1 rad18 6.
Screening CC(C)(C)OC(=O)CC(c1ccccc1)c1ccccc1 returned yeast sgs1 mgt1 -9, yeast cln2 rad14 -41, yeast bub3 49, mec2-1 -9, yeast rad50 -12 and mlh1 rad18 -22.
`CN(N)c1cnn(-c2ccccc2)c(=O)c1Cl` gave yeast sgs1 mgt1 -22, yeast cln2 rad14 19, yeast bub3 21, mec2-1 -48, yeast rad50 -37 and mlh1 rad18 -37.
`Cc1cccc(C)c1NC(=S)N(CCC#N)Cc1ccccc1` gave yeast sgs1 mgt1 2, yeast cln2 rad14 -5, yeast bub3 12, mec2-1 1, yeast rad50 7 and mlh1 rad18 -11.
`O=c1[nH]c2nc3ccccc3c(=O)n2/c1=C/c1ccc(Cl)cc1` gave yeast sgs1 mgt1 43, yeast cln2 rad14 30, yeast bub3 14, mec2-1 18, yeast rad50 -2 and mlh1 rad18 -17.
For CN(C)CC1=Nc2cccc3cccc(c23)N1 the results were yeast sgs1 mgt1 89*, yeast cln2 rad14 7, yeast bub3 90*, mec2-1 87*, yeast rad50 91* and mlh1 rad18 90*.
`CCn1c2ccccc2c2c3ncc4cccn4c3ccc21` gave yeast sgs1 mgt1 19, yeast cln2 rad14 14, yeast bub3 8, mec2-1 -7, yeast rad50 11 and mlh1 rad18 28.
Screening Cc1cccc(C(C)(C)C)c1NC(=O)/C(Cc1nc2ccc([N+](=O)[O-])cc2[nH]c1=O)=N/NC(=O)C[N+](C)(C)C returned yeast sgs1 mgt1 -9, yeast cln2 rad14 -17, yeast bub3 -19, mec2-1 -10, yeast rad50 6 and mlh1 rad18 -23.
CCC12C=CCN3CCC4(C(=C(C(=O)OC)[C@@H]1O)Nc1ccccc14)C32 (stereo partly drawn) was read as yeast sgs1 mgt1 34, yeast cln2 rad14 18, yeast bub3 29, mec2-1 28, yeast rad50 34 and mlh1 rad18 28.
